CHRM5 agonist – human M5 muscarinic receptor agonists, primary screen, CHO-K1 cells, Fluo-8 calcium fluorescence | Muscarinic acetylcholine receptor M5 (Homo sapiens), P08912 | CHO-K1 hM5 cells; 0% DMSO wells, 100% maximal acetylcholine response | activation, % at 3 µM | 360,000 tested, 0.19% active | AID 624037, 2012;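 active = activation above the run's mean over test compounds plus 3 SD, cut at about 23% in these data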;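 note: signal is peak over basal fluorescence ratio across the kinetic read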
Target sequence (P08912 whole entry, looked up): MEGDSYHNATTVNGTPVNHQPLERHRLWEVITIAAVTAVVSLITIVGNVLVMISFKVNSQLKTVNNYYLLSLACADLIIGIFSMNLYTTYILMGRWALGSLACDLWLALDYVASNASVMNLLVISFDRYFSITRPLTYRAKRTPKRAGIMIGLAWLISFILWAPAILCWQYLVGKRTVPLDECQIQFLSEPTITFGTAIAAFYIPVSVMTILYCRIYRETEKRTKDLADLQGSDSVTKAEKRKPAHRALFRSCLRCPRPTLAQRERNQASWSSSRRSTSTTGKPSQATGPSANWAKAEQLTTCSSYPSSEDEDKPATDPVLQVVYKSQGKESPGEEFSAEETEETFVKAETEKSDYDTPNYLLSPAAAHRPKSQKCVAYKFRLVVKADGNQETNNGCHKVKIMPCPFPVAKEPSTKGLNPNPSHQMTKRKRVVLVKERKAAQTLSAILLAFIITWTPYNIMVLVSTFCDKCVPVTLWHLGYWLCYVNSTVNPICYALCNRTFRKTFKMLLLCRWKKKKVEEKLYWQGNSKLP
CHRM4 antagonist – human M4 muscarinic receptor antagonists, primary screen, CHO cells, Fluo-8 calcium fluorescence | Muscarinic acetylcholine receptor M4 (Homo sapiens), P08173 | CHO-hM4 cells, ACh EC80 | inhibition, % at 3 µM | 360,000 tested, 0.73% active | AID 624125, 2012;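 active = inhibition above its plate's cutoff, the mean inhibition of sample wells plus 3 SD, cut at about 27% in these data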;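 note: 0% = acetylcholine EC80 with DMSO and 100% = DMSO without agonist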
CRFBP-R2 block – antagonists of CRF-BP/CRF-R2 complex, primary screen, cell-based, HEK293, calcium dye fluorescence, uHTS; 350,000 tested, 0.59% active; CRF-induced calcium fluorescence; inhibition, % at 11.8 µM;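 active = inhibition of the ligand-induced calcium signal above about 50% at the single tested concentration, limit read from the data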
CHRM1 PAM – human M1 muscarinic receptor positive allosteric modulators, primary screen, CHO-K1 cells, Fluo-8 calcium fluorescence, 1536-well | Muscarinic acetylcholine receptor M1 (Homo sapiens), P11229 | CHO-K1 hM1, ACh EC20; 0% = ACh EC20, 100% = maximal ACh | activation, % at 3 µM | 360,000 tested, 0.088% active; in the data active = activation above about 19%, passing the limit was not always enough
Target sequence (P11229 whole entry, looked up): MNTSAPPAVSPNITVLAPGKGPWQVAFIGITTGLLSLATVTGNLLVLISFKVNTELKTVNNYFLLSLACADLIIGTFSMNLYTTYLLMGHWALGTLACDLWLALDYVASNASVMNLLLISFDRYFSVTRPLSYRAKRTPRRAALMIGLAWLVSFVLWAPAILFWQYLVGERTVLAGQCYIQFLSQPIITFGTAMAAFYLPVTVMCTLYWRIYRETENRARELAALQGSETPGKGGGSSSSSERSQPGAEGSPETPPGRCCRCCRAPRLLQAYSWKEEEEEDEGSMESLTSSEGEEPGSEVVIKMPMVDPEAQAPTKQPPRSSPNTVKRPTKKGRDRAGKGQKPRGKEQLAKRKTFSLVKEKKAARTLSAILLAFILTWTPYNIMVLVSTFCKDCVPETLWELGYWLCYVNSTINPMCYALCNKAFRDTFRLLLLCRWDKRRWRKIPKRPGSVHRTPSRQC
M5 PAM – human M5 muscarinic receptor positive allosteric modulators, primary screen, CHO-K1 cells, Fluo-8 calcium fluorescence; 360,000 tested, 0.3% active; AID 624038, 2012; activation, % at 3 µM; Muscarinic acetylcholine receptor M5 (Homo sapiens), P08912; CHO-K1 hM5, ACh EC20 PAM; 0% = ACh EC20, 100% = ACh EC100;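 active = activation above the run cutoff, the mean activation of all test compounds plus 3 SD, cut at about 18% in these data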
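system = human M5 receptor in CHO-K1 cells | compound = one concentration, 3 µM final (nominal) | schedule = Post-acetylcholine fluorescence recording 140 s | signal = Fluo-8 calcium dye fluorescence, kinetic read | benchmarks = low control EC20 acetylcholine (0%), high control EC100 acetylcholine (100%) | repeats = singlicate, one well per test compound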
CRFBP-R2 agonist – agonists of CRF-BP/CRF-R2 complex, primary screen, cell-based, HEK293, calcium dye fluorescence, uHTS. calcium dye fluorescence (FLIPR); percent of saturating CRF peptide response. CRF-binding protein / CRF receptor 2 complex (human). activation, % at 13.2 µM. 350,000 tested, 0.46% active;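 active = activation of at least 50%, plus an integration ratio under a set limit after plate pattern correction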;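 note: plate controls were neutral control wells without compound for no effect and CRF at EC100 for full effect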
M4 ag – human M4 muscarinic receptor agonists, primary screen, CHO-K1 cells, Fluo-8 calcium fluorescence | Muscarinic acetylcholine receptor M4 (Homo sapiens), P08173 | CHO-K1 hM4/Gqi5; vehicle 0%, full acetylcholine response 100% | activation, % at 3 µM | 360,000 tested, 0.14% active;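 active = activation above the run mean over all test wells plus 3 SD, cut at about 32% in these data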;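 note: peak over basal fluorescence ratio per well then scaled between controls; 0% = DMSO wells and 100% = acetylcholine at EC100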
CHRM4 PAM – human M4 muscarinic receptor positive allosteric modulators, primary screen, CHO-K1 cells, Fluo-8 calcium fluorescence | CHO-K1 hM4/Gqi5, ACh EC20; 0% = ACh EC20, 100% = maximal ACh | 360,000 tested, 0.4% active | AID 624126, 2012 | Muscarinic acetylcholine receptor M4 (Homo sapiens), P08173 | activation, % at 3 µM;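 active = activation above its plate's cutoff, the mean activation of sample wells plus 3 SD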; note: some results filed as inactive read as strong as hits
CHRM5 antagonist – human M5 muscarinic receptor antagonists, primary screen, CHO cells, Fluo-8 calcium fluorescence | 360,000 tested, 0.59% active | AID 624040, 2012 | inhibition, % at 3 µM | Muscarinic acetylcholine receptor M5 (Homo sapiens), P08912 | CHO-hM5 cells, ACh EC80;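 active = inhibition above a per-plate cutoff, the mean of that plate's test compounds plus 3 SD, cut at about 27% in these data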;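 note: 0% = acetylcholine EC80 with DMSO and 100% = DMSO without agonist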
* = called active by the depositor; . = not tested or not shown. Compounds as they come; overall some 2.6% were active at least once.

CHRM5 agonist	CHRM4 antagonist	CRFBP-R2 block	mol	CHRM1 PAM	M5 PAM	CRFBP-R2 agonist	M4 ag	CHRM4 PAM	CHRM5 antagonist
-2.8	6.9	-14.7	Cc1ccc(C)c2[nH]c(=O)c(CN(Cc3ccco3)C(=S)NCC3CCCO3)cc12 (configuration not stated)	-3.7	-6.8	-0.5	3.7	-9.7	10.1
-5.4	-1.9	-10.9	COc1cc(C(=O)N2C[C@H]3CC[C@H]2C3)ccc1OC1CCN(C(C)=O)CC1	2.3	-1.8	0.5	0.9	-0.8	5.7
3.6	9.9	19.1	O=C(CCCn1c(=O)c2sccc2n(CC(=O)OCc2ccccc2)c1=O)NCc1ccco1	-9.4	-13.6	-1.6	11.9	-18.1	9.9
-1.7	-2.8	-4.9	Cc1ccc(-c2nnc3n2CCCCC3)cc1	9.5	-3.8	1.1	0.2	0.9	-10.7
-0.3	-3.4	34.7	CNc1ccc(/C=C/C(=O)c2ccc(C)cc2)cc1[N+](=O)[O-]	6.1	-0.1	-1.6	-0.8	6.9	0.1
-9.3	-7.8	11.6	O=[N+]([O-])c1c(Nc2ccccc2)ccc2nonc12	6.6	1.2	1.1	0.3	4.6	0.6
-1.3	2.9	-1.9	Cc1ccc(OCC(=O)NC2CCCc3ccccc32)c(C)c1 (configuration not stated)	-7.8	-2.1	-1.6	-2.9	-6.2	-9.1
-0.5	-12.2	-18.9	COc1cc2ccccc2cc1C(=O)NC(=S)Nc1nnn(C)n1	6.2	6.0	-3.0	1.1	8.2	-7.4
0.5	-6.6	.	c1cc(-c2cnc3cccnn23)c2cccnc2c1	12.5	-7.1	.	-0.5	-3.6	13.8
-2.2	-17.4	12.7	CC(=O)c1cccc(NC(=O)CSc2nc(N3CCOCC3)nc(N3CCOCC3)n2)c1	6.5	1.7	-1.3	1.0	10.1	-10.2
-0.5	-4.8	-9.7	O=c1c2ccccc2nc(-c2ccc(Br)cc2)n1Cc1ccccc1	-12.1	-3.8	-1.0	2.1	-7.8	0.6
-12.6	-4.6	2.5	Nc1cc(Cl)ccc1N1CCCCCC1	-2.3	7.2	0.2	1.2	-2.5	4.1
-3.4	-14.0	-4.5	CCOc1ccc(CCNC(=O)C2CCN(S(=O)(=O)N3CCC(C)CC3)CC2)cc1OCC	7.7	3.8	0.0	0.1	5.0	-3.3
-0.3	-10.8	27.5	COc1ccc(Cn2c(=O)[nH]c3cc(C(=O)NCc4ccc5c(c4)OCO5)ccc3c2=O)cc1	2.1	14.1	-2.6	0.9	3.1	-4.5
1.0	12.5	-7.1	COc1cc2nc(CN3CCC(Cc4ccccc4)CC3)[nH]c(=O)c2cc1OC	-7.5	-4.1	-0.6	0.6	-7.3	14.5
-0.2	5.3	8.8	COC1CCCN(C(=O)c2ccc3oc(Cc4ccc(Cl)cc4)nc3c2)C1 (configuration not stated)	-8.1	-2.2	1.6	4.2	0.7	-2.4
2.2	-7.8	7.7	CN(CCC1CCCCO1)C(=O)CCc1nnc(CCCCc2ccccc2)o1 (configuration not stated)	-6.5	-3.1	-2.8	3.8	-1.1	-5.2
-6.0	2.9	13.8	COc1ccc(OCC(O)CNC(=O)c2ccccc2C(=O)O)cc1 (configuration not stated)	7.1	2.7	-2.6	0.4	6.3	-0.2
1.5	5.9	11.1	CC(=O)c1ccc(-c2ccc(C(=O)N(C)c3c(N)n(Cc4ccccc4)c(=O)[nH]c3=O)o2)cc1	-6.5	-0.2	1.1	0.6	2.7	1.4
-1.5	-2.2	-16.0	Cc1ccc(-n2nc3c(c2NC(=O)c2ccccc2)CS(=O)(=O)C3)cc1C	13.4	-2.0	-1.6	1.6	1.5	1.6

Complete entries, looked up by structure. Screens in order: CHRM5 agonist, CHRM4 antagonist, CRFBP-R2 block, CHRM1 PAM, M5 PAM, CRFBP-R2 agonist, M4 ag, CHRM4 PAM, CHRM5 antagonist
Shown for O=c1c2ccccc2nc(-c2ccc(Br)cc2)n1Cc1ccccc1 → -0.5, -4.8, -9.7, -12.1, -3.8, -1.0, 2.1, -7.8, 0.6
Shown for Cc1ccc(-n2nc3c(c2NC(=O)c2ccccc2)CS(=O)(=O)C3)cc1C → -1.5, -2.2, -16.0, 13.4, -2.0, -1.6, 1.6, 1.5, 1.6

Individual results from above:
In CHRM5 antagonist, O=[N+]([O-])c1c(Nc2ccccc2)ccc2nonc12 has 0.6
In CRFBP-R2 block, COc1ccc(Cn2c(=O)[nH]c3cc(C(=O)NCc4ccc5c(c4)OCO5)ccc3c2=O)cc1 has 27.5
In CHRM5 antagonist, CNc1ccc(/C=C/C(=O)c2ccc(C)cc2)cc1[N+](=O)[O-] has 0.1
In CHRM5 agonist, Nc1cc(Cl)ccc1N1CCCCCC1 has -12.6

The results go on:
CHRM5 agonist	CHRM4 antagonist	CRFBP-R2 block	mol	CHRM1 PAM	M5 PAM	CRFBP-R2 agonist	M4 ag	CHRM4 PAM	CHRM5 antagonist
-1.3	-7.2	-34.0	COc1ccc(C(=O)CN2C(=O)NC3(CCCc4ccccc43)C2=O)c(OC)c1 (configuration not stated)	5.7	1.9	-1.8	2.0	8.8	-6.7
1.3	1.5	-22.9	CC(NC(=O)NC(=O)c1ccc(Cl)cc1Cl)C1CC1 (configuration not stated)	4.0	7.8	3.3	-0.6	-2.1	3.9
1.2	-3.2	19.6	CCn1c(=O)cc(OCC(=O)NCCc2cccc(C)c2)c2ccccc21	1.7	-5.8	-1.5	3.8	-6.0	4.6
0.9	6.9	6.6	CC(C)OCCCNC(=O)c1ccncc1	-0.7	2.3	-0.2	-0.7	-1.4	2.8
-0.8	1.7	-1.5	COc1ccc(C(=O)N2CCN(c3ccccc3)CC2)cc1S(=O)(=O)N1CCCC1	16.1	12.4	-0.1	2.9	7.8	-8.8
-2.1	-1.8	-0.1	O=C(COC(=O)C1CC1)Nc1ncc(Cl)cc1Cl	-1.3	0.7	1.1	-0.1	2.4	0.5
1.3	1.1	-2.4	O=C(CCCn1c(SCC(=O)NCCc2ccccc2)nc2ccccc2c1=O)NCC1CCCO1 (configuration not stated)	-4.8	5.5	0.0	0.4	0.6	1.9
-3.9	1.1	-2.7	O=C(c1ccc(-n2cnnn2)cc1)N(C1CCCCC1)C1CCCCC1	7.8	-4.6	-2.7	1.0	2.8	9.2
0.4	-5.0	-8.7	O=C(NCCc1ccccc1)c1ccc(=O)[nH]c1	4.9	-3.3	-1.9	1.1	7.2	0.7
-2.6	-0.5	7.2	COc1ccccc1CNC(=O)c1ccccc1NC(=O)C1=C(C)OCCS1	-10.2	-6.7	-5.7	9.8	-6.6	-2.7
2.9	4.5	14.8	COc1ccccc1CCC(=O)OCC(=O)Nc1cccc(S(=O)(=O)N2CCCCC2)c1	1.1	-14.2	-0.9	4.2	6.0	10.6
3.4	-0.2	-3.5	CCN(CC)C(=O)CC(c1ccc(N(C)C)cc1)c1c(OC)cc(OC)c2ccc(=O)oc12 (configuration not stated)	11.7	3.7	-3.4	2.2	2.5	3.5
0.3	10.5	14.3	CN1CCN(C(=O)c2sc(=S)n(-c3ccccc3)c2N)CC1	2.2	2.6	0.7	0.3	1.3	0.0
-1.1	0.7	7.7	COc1ccc([C@@H]2CC=C(C(=O)O)[C@H](c3cccc(Cl)c3)N2S(=O)(=O)c2ccccc2C)cc1	5.1	-1.6	1.6	1.9	7.9	4.5
-2.5	1.6	-4.6	COc1ccc(N(C(C)C(=O)NCc2ccco2)S(C)(=O)=O)cc1 (configuration not stated)	7.4	7.6	-2.1	1.0	-3.6	-9.9
-3.4	5.8	.	CCOC(=O)C1=CC[C@@H](c2ccccc2)N(S(=O)(=O)c2ccc(C)cc2)[C@@H]1C#N	.	-3.3	.	10.9	-11.5	-11.8
2.2	5.7	-3.7	COc1ccc(CCNC(=O)CCN2C(=O)COc3ccccc32)cc1OC	6.8	-5.8	-0.6	3.5	-2.6	-0.6
0.5	18.8	10.6	CCOC(=O)C1CCCN(C(=O)COC(=O)c2cc(=O)c3ccccc3o2)C1 (configuration not stated)	4.1	-2.0	-0.5	0.3	-5.4	0.5
-3.9	-1.0	16.2	COCCN(CCOc1cc(C)cc(C)c1)Cc1ccc(Cl)cc1	10.5	0.6	-2.6	-1.1	0.2	1.0
2.1	-0.8	13.4	CN(c1ccc(C(=O)NC2CC3CCC2C3)cc1)S(C)(=O)=O (configuration not stated)	5.3	0.7	-1.0	0.5	-2.0	-2.0
-1.6	-3.7	-1.2	O=C(CCS(=O)(=O)CCN1CCOCC1)NCNC(=O)CCS(=O)(=O)CCN1CCOCC1	4.3	3.4	-0.5	0.0	4.4	-1.4
-0.1	-15.8	.	COCCCN1C(=O)C(CC(=O)NC(c2ccccc2)c2ccccc2)CC(C(=O)N(C(C)C)C(C)C)=C1C (configuration not stated)	-4.2	8.1	.	0.5	8.6	-4.5
-2.1	-3.5	1.9	C=C(C)Cn1c(=O)c2c(nc3n2CCCN3CCc2ccccc2)n(C)c1=O	19.2	1.2	-0.8	6.8	12.0	-2.6
4.0	-2.7	4.0	COc1ccc(CNC(=O)Nc2cccc(C(F)(F)F)c2)cc1OC	5.1	-4.7	-2.2	4.9	-3.7	3.9
1.6	10.5	-2.7	Cc1nnc(NC(=O)CSc2nc3c(c(=O)n2CCc2ccccc2)SC(C)C3)s1 (configuration not stated)	7.6	-1.0	-0.3	0.2	1.4	0.4
-1.7	-1.0	26.4	Cc1ccc(/C=N/NC(=O)c2cc3c(ccc4ccccc43)o2)cc1[N+](=O)[O-]	6.9	6.3	2.3	0.6	3.8	0.8
-4.1	-1.2	-8.6	COC(=O)C[C@H]1c2cc(F)ccc2S(=O)(=O)N1Cc1ccccc1	3.6	-5.7	0.4	1.0	-0.8	10.4
-0.1	1.1	.	O=C(Nc1ccc2c(c1)OCO2)c1cc(C2CCCCN2C(=O)CCCc2ccccc2)on1 (configuration not stated)	-8.9	-5.7	.	8.7	-11.2	-1.0
-1.4	1.3	0.2	CCc1nc(-c2ccccc2O)n(-c2ccccc2)n1	9.5	3.1	-0.7	-0.4	-6.6	-8.6
-2.4	-9.2	13.6	O=C(COC(=O)c1cccc(C(=O)OCC(=O)NC2CCCCC2)n1)NC1CCCCC1	4.8	6.4	-3.9	0.1	2.3	-6.2
-3.0	-4.6	13.6	O=C(c1ccco1)N1CCN(C(c2cccs2)c2nnnn2C2CCCC2)CC1 (configuration not stated)	3.2	-2.9	-4.3	1.0	-0.3	3.3
3.8	-1.0	1.8	NC(=O)CSc1nc2cccnc2n1-c1ccc(F)cc1	5.7	-5.1	0.3	0.3	-3.9	8.2
-2.8	-1.1	-8.8	O=c1cc(-c2ccccc2)nc(/C=C/c2ccccc2)[nH]1	10.0	1.0	1.3	0.1	7.4	-2.2
0.5	-22.6	8.0	O=C(O)C1C2C=CC3(CN(Cc4ccco4)C(=O)C13)O2 (configuration not stated)	7.5	-3.6	-1.1	0.6	6.5	3.7
1.3	-2.7	.	CCCCNC(=O)C(NC(=O)c1cccc2ccccc12)C(=O)c1ccccc1 (configuration not stated)	4.5	-4.1	.	0.6	-1.9	0.0
